# TRHR PAM – allosteric enhancers of human TRH receptor. AID 493056. enhancement, % at 2 µM. P34981. TRHR cells, fluo-8 calcium fluorescence, EC20 TRH enhancement. 0.66% of 360,000 active; in the data active = enhancement above about 30%; also: 0% is about no effect
# Target sequence (P34981 whole entry, looked up): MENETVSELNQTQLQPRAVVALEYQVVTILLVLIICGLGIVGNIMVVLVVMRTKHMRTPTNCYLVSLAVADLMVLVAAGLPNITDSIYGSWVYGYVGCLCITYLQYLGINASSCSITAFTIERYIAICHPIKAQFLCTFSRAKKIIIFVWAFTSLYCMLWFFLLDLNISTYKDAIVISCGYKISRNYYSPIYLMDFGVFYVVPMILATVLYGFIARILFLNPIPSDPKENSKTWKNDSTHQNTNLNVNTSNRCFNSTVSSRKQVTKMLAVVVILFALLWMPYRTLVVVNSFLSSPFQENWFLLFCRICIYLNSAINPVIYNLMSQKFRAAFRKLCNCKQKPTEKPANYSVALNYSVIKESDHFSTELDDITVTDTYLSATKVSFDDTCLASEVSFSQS
#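 TRHR-expressing cells loaded with fluo-8 calcium dye were read kinetically (ex 480/em 530) during compound addition, then stimulated with an EC20 of TRH (10 nM final). Enhancement of the Gq-mediated intracellular calcium response was scored.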
# D2 antagonist – antagonists of human D2 dopamine receptor. P14416. HEK293 TREx D2 cells, calcium flux, dopamine EC80. inhibition, % at 10 µM. 2% of 340,000 active. AID 485344; in the data active = inhibition above about 30%; also: 0% is about no effect
#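 Tetracycline-induced HEK293 TREx cells expressing D2 receptor forced-coupled to calcium signalling, loaded with no-wash calcium dye. Compounds added and calcium flux read 180 s, then dopamine added at EC80 and read a further 180 s.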
# D2 potentiator – positive allosteric modulators of human D2 dopamine receptor; HEK293 T-REx D2, calcium flux, EC20 dopamine potentiation; potentiation, % at 10 µM; 0.34% of 340,000 active; AID 485347;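 active = potentiation over 3 SD above the plate norm, cut at about 30% in these data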; also: 0% is about no effect
#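 Potentiation of an EC20 dopamine calcium response measured kinetically over 180 s, after a preceding 180 s compound-only read flagging agonists. Cells: inducible Hek293 Trex D2 line, 4000/well, cultured overnight at 30 C before dye loading.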
# D2 agonist – activates the human D2 dopamine receptor; P14416; HEK293 T-REx D2 cells, calcium flux agonist mode; activation, % at 2 µM; 0.53% of 340,000 active; AID 485358;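 active = activation over 3 SD above normal in the single-dose calcium agonist read, cut at about 30% in these data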; also: 0% is about no effect
#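 Tetracycline-induced HEK293 Trex cells with D2 receptor force-coupled to calcium signaling, plated overnight at 30 C and loaded with no-wash calcium dye. Calcium flux read kinetically for 180 s after compound addition; responses flag agonists.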
# D1 PAM – potentiators of human D1 dopamine receptor | HEK293 TREx D1 cells, calcium flux, dopamine EC20 potentiation | 0.036% of 360,000 active | potentiation, % at 10 µM | AID 504651 | P21728; in the data active = potentiation above about 30%; also: 0% is about no effect
# Target sequence (P21728 whole entry, looked up): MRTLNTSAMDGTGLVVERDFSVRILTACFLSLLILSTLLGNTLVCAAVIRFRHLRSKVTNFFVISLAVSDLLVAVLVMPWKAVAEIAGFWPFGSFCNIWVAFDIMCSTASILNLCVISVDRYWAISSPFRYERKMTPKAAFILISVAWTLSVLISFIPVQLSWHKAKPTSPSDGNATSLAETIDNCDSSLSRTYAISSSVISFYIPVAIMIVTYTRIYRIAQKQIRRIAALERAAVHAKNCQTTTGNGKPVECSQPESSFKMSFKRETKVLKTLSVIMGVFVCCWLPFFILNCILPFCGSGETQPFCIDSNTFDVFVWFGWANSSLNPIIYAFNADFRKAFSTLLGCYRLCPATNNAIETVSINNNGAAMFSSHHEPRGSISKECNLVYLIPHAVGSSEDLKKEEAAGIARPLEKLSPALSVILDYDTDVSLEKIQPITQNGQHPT
# RXFP1 antagonist – antagonists of human relaxin receptor RXFP1; activity change, negative = inhibition, % at 57.5 µM; Q9HBX9; 0.59% of 350,000 active; HEK293-RXFP1, relaxin-stimulated cAMP HTRF, 30 min; hits give low values;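 active = activity change of -60% or lower, but not beyond a set lower limit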; also: % is scaled to controls: 0 for no effect and ±100 for the full control effect
# D1 agonist – activates the human D1 dopamine receptor | AID 504660 | HEK293 T-REx D1 cells, calcium flux, agonist mode | activation, % at 2 µM | 1% of 360,000 active; also: 0% is about no effect
#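 Agonism was scored from calcium flux recorded over 180 s (1 read/s) after pintool compound addition, following a 10-cycle baseline. Cells were inducible force-coupled HEK293 TREx D1, plated overnight at 30 C and loaded with no-wash calcium dye.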
# D1 antagonist – blocks dopamine activation of the human D1 receptor; HEK293 TREx D1 cells, calcium flux, dopamine EC80; hits give low values; activity change, negative = inhibition, % at 10 µM; 3.2% of 360,000 active; AID 504652; in the data active = activity change below about -30%; also: % is scaled to controls: 0 for no effect and ±100 for the full control effect
#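 Inducible Hek293 Trex D1 cells (tetracycline, overnight, 30 C). Calcium dye 30–90 min RT. Antagonist mode: EC80 dopamine added after 180 s compound read.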
# TRHR agonist – TRH receptor (human) agonism; activation, % at 2 µM; P34981; TRHR cells, calcium flux fluo-8, FDSS agonist mode; 0.18% of 360,000 active; also: 0% is about no effect
#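 TRHR-expressing cells, plated overnight in medium with 10% serum, were loaded with fluo-8 calcium dye at room temperature. After a 10 s baseline, library compound was pin-added and calcium release was recorded kinetically (ex 480/em 530) as agonist response.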
# An asterisk follows results filed as active; x = not tested or not shown; & = joins results of further samples; ! = not active in a repeat. Rule as the data show it, unless noted: active = activation above about 30%; inactive = the rest. Hits appear at their usual frequency; any-hit rate near 7.1%.
1	COC(=O)Cc1ccc(NC(=S)N2CCN(C)CC2)cc1
2	Cn1c(SCc2nc(-c3ccc(Cl)cc3)no2)nnc1-c1ccco1
3	CCc1ccc(NC(=O)C2CCCCC2C(=O)O)cc1 (stereo not drawn)
4	CCN(C(=O)c1cccnc1SC)C12CC3CC(CC(C3)C1)C2
5	COc1cccc(C2C(C#N)=C(N)N(N(C)C)C3=C2C(=O)CC(C)(C)C3)c1OC (stereo not drawn)
6	COc1ccc2[nH]c(=O)c(CN(C)C(=O)C3CCCCC3)cc2c1
7	COC(=O)C(C(=O)Nc1ccccc1C)C1CCCC1 (stereo not drawn)
8	CCCC(=O)Nc1cccc(NC(=O)c2ccc3c(c2)OCO3)c1
screen / no.	1	2	3	4	5	6	7	8
TRHR PAM	-4	-6	-4	-2	-1	-3	-6	-5
D2 antagonist	20	2	5	-9	-6	x	9	12
D2 potentiator	0	7	-4	7	-8	x	7	-10
D2 agonist	0.9	0.5	0.6	-0.8	-1.4	x	0.8	1.4
D1 PAM	0	-1	9	8	8	0	-7	-2
RXFP1 antagonist	-11	x	11	-24	3	-11	8	-13
D1 agonist	2	6	4	0	1	3	0	1
D1 antagonist	1	-3	24	0	-4	12	-14	-19
TRHR agonist	0.9	0.2	0.0	-0.8	0.2	-0.3	-0.8	-0.9

9	Cc1ccc(C(=O)CSc2nnc(COc3cccc4cccnc34)o2)cc1
10	COc1ccc(N2CCN(c3ccc(C(N)=O)cc3[N+](=O)[O-])CC2)cc1
11	COCCN1C(=O)N[C@@H](c2ccc(Br)cc2)C(C(C)=O)=C1C
12	COc1ccc(NS(=O)(=O)c2cccc(C(=O)NNC(=O)c3cc(C)oc3C)c2)cc1
13	COc1ccc(NS(=O)(=O)c2ccc3c(c2)CC(C)N3C(=O)C2CCC2)cc1OC (stereo not drawn)
14	Cc1sc2ncnc(NC3CCN(Cc4ccccc4)CC3)c2c1C
15	Cc1ccc(Cn2cnc3c(nnn3Cc3ccc(Cl)cc3)c2=O)cc1
16	CC(C)c1ccc(OCC(=O)N(Cc2cccs2)C2CCS(=O)(=O)C2)cc1 (stereo not drawn)
screen / no.	9	10	11	12	13	14	15	16
TRHR PAM	-7	-3	-2	-3	-2	0	-1	-3
D2 antagonist	6	12	-14	1	x	68*	-14	x
D2 potentiator	1	9	3	1	x	-20	0	-5
D2 agonist	1.0	0.8	-0.4	-0.6	-0.6	0.6	0.2	0.4
D1 PAM	-6	-4	1	9	-5	-16	3	-1
RXFP1 antagonist	-19	-8	x	10	-3	-25	-3	-19
D1 agonist	6	5	-1	1	16	8	5	2
D1 antagonist	-5	-8	1	-6	-28	-53*	3	-19
TRHR agonist	-0.1	0.9	0.1	-0.2	-0.1	0.0	0.2	0.1

17	COC(=O)c1ccccc1C(=O)N1CCCC(C(=O)c2ccc(OC)c(OC)c2)C1 (stereo not drawn)
18	Cc1nn(Cc2ccc(Cl)cc2)c(C)c1NC(=O)Cn1nc([N+](=O)[O-])c(Cl)c1C
19	Cc1cc(=O)oc2c(C)c(OC(C)C(=O)NCC(O)c3ccccc3)ccc12 (stereo not drawn)
20	CCOc1ccccc1CN1C(=O)c2ccccc2C1C(=O)NC1CCCCCC1 (stereo not drawn)
21	Cc1ccc(C(=O)Nc2cccc(C(=O)NCc3ccccc3)c2)o1
22	Cc1sc2ncnc(N3CCC(C(=O)Nc4ccc(C#N)cc4)CC3)c2c1C
23	CCc1nnc(NC(=O)CSc2nnc(-c3ccccc3O)n2-c2ccc(C)cc2)s1
24	COc1ccc(NC(=O)c2ccc(COc3ccccc3OC)o2)cc1OC
screen / no.	17	18	19	20	21	22	23	24
TRHR PAM	-2	4	-1	-5	6	0	0	13&15
D2 antagonist	0	6	-14	x	-4	x	10	14
D2 potentiator	9	8	17	-4	-7	x	6	4&12
D2 agonist	0.0	0.0	-0.4	-0.5	0.1	x	-0.4	-1.1&1.3
D1 PAM	1	-6	-4	1	-5	-3	-4	-7&-3
RXFP1 antagonist	-8	-5	3	2	-16	-22	1	-16&-12
D1 agonist	0	0	2	-1	1	2	2	-1&3
D1 antagonist	26	3	-10	-5	-6	-2	-14	-5&-27
TRHR agonist	0.1	-0.2	0.2	-0.7	0.2	0.5	-1.9	-1.1&-0.8

25	O=C(Nc1cccnc1)Nc1cc(Cl)cc(Cl)c1
26	O=C(CCS(=O)(=O)c1ccc(Br)cc1)Nc1ccccn1
27	Cn1c(SCC(=O)C(C)(C)C)nnc1-c1ccccn1
28	CCN(CC(=O)Nc1ccc(NC(C)=O)cc1)C(=O)c1cc(S(=O)(=O)N2CCCCCC2)ccc1OC
29	CS(=O)(=O)c1cccc(-c2csc(N3CCC(C(N)=O)CC3)n2)c1
30	CCN(C(=O)Cc1c(C(=O)O)n(C)c2ccccc12)c1cc(OC)ccc1OC
31	CCCN1CCC(=O)N([C@H](CSc2ccc(OC)cc2)Cc2ccccc2)CC1
32	COc1ccc(CCN2CC(C(=O)N(C)CC(=O)Nc3ccc(Cl)c(C(F)(F)F)c3)CC2=O)cc1OC (stereo not drawn)
screen / no.	25	26	27	28	29	30	31	32
TRHR PAM	-12	14	17	3	48*!	19	0	-1
D2 antagonist	-11	-7	-11	-7	-7	-3	-19	3
D2 potentiator	11	6	9	8	1	8	-10	5
D2 agonist	-0.6	-0.4	1.0	-0.1	0.7	0.1	-0.2	0.5
D1 PAM	-11	0	-4	0	-8&-7	-7	0	1
RXFP1 antagonist	-12	7	-13	-2	x	-6	x	4
D1 agonist	24	4	2	3	3&1	1	2	7
D1 antagonist	-33*	9	5	1	7	-21	22	-8
TRHR agonist	-0.3	-0.2	-1.3	3.2	-0.1&-0.1	-0.7	-1.3	0.6

# Some of the entries so far, with two lines to a compound:
# Every second line gives: TRHR PAM, D2 antagonist, D2 potentiator, D2 agonist, D1 PAM, RXFP1 antagonist, D1 agonist, D1 antagonist, TRHR agonist
(21) Cc1ccc(C(=O)Nc2cccc(C(=O)NCc3ccccc3)c2)o1
 : 6, -4, -7, 0.1, -5, -16, 1, -6, 0.2
(22) Cc1sc2ncnc(N3CCC(C(=O)Nc4ccc(C#N)cc4)CC3)c2c1C
 : 0, x, x, x, -3, -22, 2, -2, 0.5
(23) CCc1nnc(NC(=O)CSc2nnc(-c3ccccc3O)n2-c2ccc(C)cc2)s1
 : 0, 10, 6, -0.4, -4, 1, 2, -14, -1.9
(24) COc1ccc(NC(=O)c2ccc(COc3ccccc3OC)o2)cc1OC
 : 13&15, 14, 4&12, -1.1&1.3, -7&-3, -16&-12, -1&3, -5&-27, -1.1&-0.8
(25) O=C(Nc1cccnc1)Nc1cc(Cl)cc(Cl)c1
 : -12, -11, 11, -0.6, -11, -12, 24, -33*, -0.3
(26) O=C(CCS(=O)(=O)c1ccc(Br)cc1)Nc1ccccn1
 : 14, -7, 6, -0.4, 0, 7, 4, 9, -0.2
(27) Cn1c(SCC(=O)C(C)(C)C)nnc1-c1ccccn1
 : 17, -11, 9, 1.0, -4, -13, 2, 5, -1.3
(28) CCN(CC(=O)Nc1ccc(NC(C)=O)cc1)C(=O)c1cc(S(=O)(=O)N2CCCCCC2)ccc1OC
 : 3, -7, 8, -0.1, 0, -2, 3, 1, 3.2
(29) CS(=O)(=O)c1cccc(-c2csc(N3CCC(C(N)=O)CC3)n2)c1
 : 48*!, -7, 1, 0.7, -8&-7, x, 3&1, 7, -0.1&-0.1
(30) CCN(C(=O)Cc1c(C(=O)O)n(C)c2ccccc12)c1cc(OC)ccc1OC
 : 19, -3, 8, 0.1, -7, -6, 1, -21, -0.7
(31) CCCN1CCC(=O)N([C@H](CSc2ccc(OC)cc2)Cc2ccccc2)CC1
 : 0, -19, -10, -0.2, 0, x, 2, 22, -1.3
(32) COc1ccc(CCN2CC(C(=O)N(C)CC(=O)Nc3ccc(Cl)c(C(F)(F)F)c3)CC2=O)cc1OC (stereo not drawn)
 : -1, 3, 5, 0.5, 1, 4, 7, -8, 0.6

# (more compounds)
33	CCOC(=O)Cc1c(C)[nH]c(=S)[nH]c1=O
34	Cc1nn(-c2ccc3nnc(Br)n3n2)c(C)c1Br
35	COc1ccc(S(=O)(=O)N2CCN(c3ncccn3)CC2)cc1[N+](=O)[O-]
36	Cc1cccc(CN2C(=O)c3ccccc3S(=O)(=O)c3ccc(C(=O)N4CCN(c5cc(C)ccc5C)CC4)cc32)c1
37	Fc1cccc(CN2CCC(Cc3ccccc3)CC2)c1
38	COc1ccc(CCNC(=O)C2(c3cccs3)CCOCC2)cc1
39	COc1cccc(-c2nnn(CC(=O)Nc3cc(OC)c(NC(=O)c4ccco4)cc3OC)n2)c1
40	O=C1Cc2ccccc2C(=O)N1Cc1ccccc1
screen / no.	33	34	35	36	37	38	39	40
TRHR PAM	19	-5	11	-5	4	4	-1	3
D2 antagonist	-5	5	15	x	56*	x	x	-6
D2 potentiator	0	-1	-10	-2	1	2	x	-4
D2 agonist	-1.0	2.8	1.5	0.4	-4.0	-0.2	x	0.5
D1 PAM	-4	8	6	0	-6	1	-3	-2
RXFP1 antagonist	7	x	18	x	-13	x	3	0
D1 agonist	2	0	3	5	-4	1	0	0
D1 antagonist	-11	4	3	-22	11	x	-9	10
TRHR agonist	0.4	0.2	-0.8	0.4	0.1	-0.5	-0.3	0.6

41	O=S(=O)(c1ccc(OCC2CO2)cc1)c1ccc(OCC2CO2)cc1 (stereo not drawn)
42	COc1cccc(C(=O)OCCNC(=O)c2cccnc2)c1
43	Cc1ccc(NC(=O)/C(=C\c2ccccc2)NC(=O)/C=C/c2ccccc2)cc1
44	COc1cc2[nH]c(=O)n(CCCCCC(=O)N3CCN(c4ccccc4)CC3)c(=O)c2cc1OC
45	O=C(Cn1c(=O)n(CCC(=O)N2CCc3ccccc3C2)c(=O)c2ccccc21)NCC1CCCO1 (stereo not drawn)
46	COCCn1c(SCC(=O)Nc2ccccc2OC)nc2ccccc21
47	CCCCOc1ccc(CNC(=O)Cn2ncn3c(cc4cc(F)ccc43)c2=O)cc1
48	COc1ccc(C(=O)NCc2ccc(-c3nc4ccccc4s3)cc2)cc1
screen / no.	41	42	43	44	45	46	47	48
TRHR PAM	-7	7	-5	0	0	2	-2	3
D2 antagonist	-9	-8	-59	3	5	35*	x	-10
D2 potentiator	-6	11	5	3	-7	11	x	5
D2 agonist	0.7	1.2	-0.5	-0.3	-0.2	1.3	0.3	0.6
D1 PAM	-4	x	-2	-4	2	-4	1	1
RXFP1 antagonist	4	-2	-24	-4	x	-4	0	36
D1 agonist	8	9	7	2	0	0	1	3
D1 antagonist	-14	-4	10	-11	-6	7	-24	-3
TRHR agonist	0.2	-1.5	-0.5	-1.7	1.0	-0.6	0.0	0.2
